hK5 inh: human KLK5 protease inhibitors, primary screen, biochemical, 1536-well | recombinant hK5, fluorogenic AMC substrate cleavage | 210,000 compounds, 0.59% hits | inhibition, % at 5 µM;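 active = inhibition of 40% or more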;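 note: 0% = enzyme controls without compound and 100% = no-enzyme blanks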
Target sequence (Q9Y337 67-293 limits assumed): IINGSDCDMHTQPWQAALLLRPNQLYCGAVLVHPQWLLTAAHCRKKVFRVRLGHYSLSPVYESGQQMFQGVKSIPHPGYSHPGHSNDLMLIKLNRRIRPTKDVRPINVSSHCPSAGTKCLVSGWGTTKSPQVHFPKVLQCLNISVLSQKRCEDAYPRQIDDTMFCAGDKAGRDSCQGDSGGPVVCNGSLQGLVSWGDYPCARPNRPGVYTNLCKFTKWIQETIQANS
FXIIa inh 1536: human FXIIa protease inhibitors, primary screen, biochemical, 1536-well; Coagulation factor XII (Homo sapiens), P00748; purified FXIIa, Boc-QGR-AMC fluorogenic substrate, 2 h; inhibition, % at 5 µM; 220,000 compounds, 0.3% hits; AID 800, 2007; in the data active = inhibition above about 40%;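 note: 0% = enzyme with no compound and 100% = blank without enzyme; many of its hits are not listed in these tables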
p97 ATPase inh: inhibitors of human p97 ATPase, primary screen, biochemical; Transitional endoplasmic reticulum ATPase (Homo sapiens), P55072; recombinant p97 ATPase, Kinase-Glo ATP luminescence, 3 h; inhibition, % at 8 µM; 220,000 compounds, 0.42% hits; in the data active = inhibition above about 15%;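 note: 0% = DMSO vehicle and 100% = wells lacking enzyme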
14-3-3 Bad inh: inhibitors of 14-3-3 zeta/Bad binding, primary screen, biochemical, TR-FRET, bovine 14-3-3 zeta. 14-3-3 protein zeta/delta (Bos taurus), P63103. TR-FRET 14-3-3zeta/Dy647-pBad peptide displacement, 1 h. inhibition, % at 21.7 µM. 220,000 compounds, 0.71% hits;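 active = inhibition above about 70%, limit read from the data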;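 note: 0% = full 14-3-3 plus peptide FRET controls and 100% = background without 14-3-3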
Wee1 stabilizer: Wee1 degradation inhibitors, primary screen, cell-based, HeLa, Wee1K328M-luciferase, luminescence. Wee1-like protein kinase (Homo sapiens), P30291. HeLa Luc-Wee1K328M stability; 100% = proteasome inhibitor MG132 effect. reporter increase, % at 5 µM. 220,000 compounds, 1.2% hits. AID 1321, 2008;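 active = activation above the mean of all tested compounds plus 3 SD, set per screening run, cut at about 8.8% in these data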;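 note: cells exposed to compound for 20 h before luminescence read; 0% = DMSO alone and 100% = MG132 at 30 µM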
Rad51 HR inh: human RAD51 strand exchange inhibitors, primary screen, biochemical, fluorescence; 200,000 compounds, 0.085% hits; hRad51 DNA strand exchange, fluorescence dequenching; DNA repair protein RAD51 homolog 1 (Homo sapiens), Q06609; inhibition, % at 10 µM;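 active = inhibition above 40% at the single screening dose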;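 note: 0% = DMSO control wells and 100% = blanks with heterologous ssDNA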
Target sequence (Q06609 whole entry, looked up): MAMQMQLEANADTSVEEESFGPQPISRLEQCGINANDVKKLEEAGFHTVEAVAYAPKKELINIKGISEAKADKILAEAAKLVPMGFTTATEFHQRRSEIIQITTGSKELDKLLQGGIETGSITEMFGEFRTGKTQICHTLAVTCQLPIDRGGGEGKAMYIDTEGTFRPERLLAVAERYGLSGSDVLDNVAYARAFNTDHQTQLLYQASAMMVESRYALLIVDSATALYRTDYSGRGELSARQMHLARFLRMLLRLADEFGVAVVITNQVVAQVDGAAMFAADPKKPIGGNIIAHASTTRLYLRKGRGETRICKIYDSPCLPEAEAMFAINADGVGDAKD
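material = hRad51 filaments on single-stranded DNA | reagent = Donor/quencher-labelled 47-bp dsDNA substrate | compound = 10 µM final, single point | schedule = strand-exchange reaction 15 min at room temperature | measured by = fluorescein emission 520 nm, excitation 485 nm | read-out basis = % inhibition versus plate control and blank means | benchmarks = plate controls and plate blanks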
FXIa inh 1536: human FXIa protease inhibitors, primary screen, biochemical, 1536-well; purified FXIa, Boc-Glu-Ala-Arg-AMC fluorogenic substrate; Coagulation factor XI (Homo sapiens), P03951; 220,000 compounds, 0.14% hits; inhibition, % at 5 µM;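 active = inhibition of at least 40%; inactive = inhibition below 40%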;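 note: fluorescence of freed AMC excited at 355 nm; 0% = enzyme without compound and 100% = no enzyme blank; many of its hits are not listed in these tables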
eIF4E 4G PPI: eIF4E–eIF4G protein interaction inhibitors, primary screen, biochemical, uHTS, TR-FRET, eIF4GI fragment; Eukaryotic translation initiation factor 4E (Mus musculus) + Eukaryotic translation …; TR-FRET eIF4E-eIF4GI(517-606) binding, 2 h; inhibition, % at 21.7 µM; 220,000 compounds, 0.37% hits;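 active = inhibition above about 30%, limit read from the data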;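 note: 0% = full FRET control wells and 100% = background wells lacking eIF4GI fragment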
Mdm2 ligase inh: MDM2-luciferase reporter signal enhancers, primary screen, MDM2 E3 ligase inhibitor project, cell-based, luminescence, 1536-well; 210,000 compounds, 0.11% hits; cell-based MDM2 ubiquitination luciferase reporter, 2 h; 0 = plate control, 100 = twice control, blank-subtracted; E3 ubiquitin-protein ligase Mdm2 (Homo sapiens), Q00987; signal enhancement, % at 5 µM; AID 1230, 2008;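 active = signal enhancement of 30% or more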;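 note: luminescence tracks abundance of the self-degrading MDM2-luciferase fusion protein; higher signal means inhibition of MDM2 E3 ligase activity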
Target sequence (Q00987 whole entry, looked up, the tested form may be a part): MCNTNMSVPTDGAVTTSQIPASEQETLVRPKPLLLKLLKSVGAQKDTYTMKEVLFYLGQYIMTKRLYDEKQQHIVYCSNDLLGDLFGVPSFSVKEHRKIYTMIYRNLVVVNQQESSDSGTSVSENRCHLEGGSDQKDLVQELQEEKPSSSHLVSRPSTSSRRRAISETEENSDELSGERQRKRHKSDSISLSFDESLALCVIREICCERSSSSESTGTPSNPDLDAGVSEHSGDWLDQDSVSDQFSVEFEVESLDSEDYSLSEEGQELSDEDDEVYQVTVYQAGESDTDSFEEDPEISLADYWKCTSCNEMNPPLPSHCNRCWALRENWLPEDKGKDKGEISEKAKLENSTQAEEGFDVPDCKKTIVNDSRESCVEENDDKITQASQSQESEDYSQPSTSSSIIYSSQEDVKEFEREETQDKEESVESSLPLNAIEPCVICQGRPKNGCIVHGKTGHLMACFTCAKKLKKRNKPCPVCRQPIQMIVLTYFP
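Assay system: stable mammalian line carrying autodegrading MDM2–luciferase fusion reporter; Input: 2000 cells in each well; Compound dosing: single-point 5 µM; Schedule: 2 h compound exposure at 37 °C; Signal: SteadyLite luciferase luminescence after 15 min room-temperature reagent incubation; Evaluation: % luminescence enhancement versus blank-corrected plate control mean; Benchmarks: plate controls and plate blanks.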
* hit, by the source's call; x = no result given; [ ] = remark or other dose.

(1) CCCCN1C(=O)C(O)(CC(=O)c2c(C)n[nH]c2C)c2cc(Br)ccc21 (configuration not stated)
(2) O=C(Nc1cccc(C(F)(F)F)c1)c1cccnc1NCCc1ccccc1
(3) Cc1nnc(NC(=O)C2CCN(c3nnnn3-c3ccccc3)CC2)s1
(4) Cn1nnnc1SCC(=O)NCc1ccc2c(c1)OCO2
(5) CCN(Cc1cc2cc(C)ccc2[nH]c1=O)C(=O)c1cccc(OC)c1
(6) COc1ccc(CNC(=O)c2cnccn2)cc1
(7) CCOC(=O)c1ccc(NC(=O)CSc2nnc(C3CC3)n2CC)cc1
(8) O=C(Cn1ncc2c1-c1ccccc1OC2)Nc1cccc(Cl)c1

screen / no.	1	2	3	4	5	6	7	8
hK5 inh	6	9	-3	-14	-1	-16	-7	-4
FXIIa inh 1536	3	13	15	0	16	3	12	14
p97 ATPase inh	-2	-4	3	-1	-1	0	-3	-9
14-3-3 Bad inh	-24	-1	0	-4	4	-1[fluorescence artefact?]	-1	3
Wee1 stabilizer	2	-3	0	-2	2	2	0	0
Rad51 HR inh	-1	-4	-1	4	x	-10	-2	0
FXIa inh 1536	-3	13	3	-6	1	6	9	2
eIF4E 4G PPI	-2	-4	4	1	4	7	2	-3
Mdm2 ligase inh	-11	-18	3	-3	-5	3	4	-10

(9) COc1ccc(C(C(=O)NCc2ccccc2)N(Cc2ccc3c(c2)OCO3)C(=O)c2cnccn2)cc1 (configuration not stated)
(10) CC1CCC2(CC1)NC(=O)N(CC(=O)NCc1ccc3c(c1)OCO3)C2=O (configuration not stated)
(11) Cc1cc(C(=O)O)n(C(C)(C)C)n1
(12) COc1cc2c(C(=O)NCc3ccccn3)cn(C)c(=O)c2cc1OC
(13) Cc1ccc(OCC(=O)Nc2ccc(S(=O)(=O)Nc3ccccn3)cc2)cc1
(14) Cc1cc(N2CCCCCC2)nc2ccccc12
(15) O=C(NN1C(=O)C2C3C=CC(O3)C2C1=O)c1ccncc1 (configuration not stated)
(16) Cc1ccc(-n2c(N)c(C(=O)N3CCCCC3)sc2=S)cc1

screen / no.	9	10	11	12	13	14	15	16
hK5 inh	-3	-1	-8	1	-6	-19	-7	18
FXIIa inh 1536	2	14	3	9	0	2	10	-4
p97 ATPase inh	1	3	0	5	4	3	1	-1
14-3-3 Bad inh	-6	1	5	10	-4	56[fluorescence artefact?]	2	-5[fluorescence artefact?]
Wee1 stabilizer	-1	-3	8	3	-3	-1	-2	-2
Rad51 HR inh	-9	8	-2	-4	x	4	-5	7
FXIa inh 1536	-4	0	-1	3	-5	-1	6	-8
eIF4E 4G PPI	-2	-4	4	0	4	6	0	0
Mdm2 ligase inh	1	x	-1	-10	2	-16	8	-7

A few values from the list:
O=C(NN1C(=O)C2C3C=CC(O3)C2C1=O)c1ccncc1 (configuration not stated) @ 14-3-3 Bad inh = 2
COc1ccc(C(C(=O)NCc2ccccc2)N(Cc2ccc3c(c2)OCO3)C(=O)c2cnccn2)cc1 (configuration not stated) @ Mdm2 ligase inh = 1
COc1cc2c(C(=O)NCc3ccccn3)cn(C)c(=O)c2cc1OC @ hK5 inh = 1

(list continues)
(17) CCOC(=O)N1CCC(N2C(=O)c3ccc(C(=O)NCc4ccc(F)cc4)cc3C2=O)CC1
(18) O/N=C/c1cn(-c2ccccc2)nn1
(19) CCOC(=O)C/C(N)=N/NC(=O)c1ccc(Cl)cc1Cl
(20) CC(C)(C)NC(=O)CSc1nncn1NCc1cccc2ccccc12
(21) O=C(Nc1ccc(Cl)c(S(=O)(=O)N2CCOCC2)c1)c1cn2ccccc2n1
(22) CCN(CC)c1ccc(NC(=O)c2ccc(Br)o2)cc1
(23) CC(C)c1ccc(NC(=O)c2cc(Br)ccc2Br)cc1
(24) Cc1sc(NC(=O)CSc2nnc(-c3ccc(F)cc3)o2)c(C#N)c1C

screen / no.	17	18	19	20	21	22	23	24
hK5 inh	36	1	-9	-12	0	0	3	-20
FXIIa inh 1536	-3	11	6	15	9	15	6	4
p97 ATPase inh	3	3	3	-5	3	4	1	2
14-3-3 Bad inh	1	-12	-5	-8	-20	7	-21	26
Wee1 stabilizer	1	2	11*	2	1	7	5	4
Rad51 HR inh	5	11	-2	-18	10	-2	13	-1
FXIa inh 1536	-10	-2	-2	0	1	7	0	-6
eIF4E 4G PPI	1	-1	-1	4	0	-6	2	-25
Mdm2 ligase inh	-4	-3	-8	-5	-2	-21	-8	-5

Some entries already given, showing only p97 ATPase inh and 14-3-3 Bad inh:
entry	molecule	p97 ATPase inh	14-3-3 Bad inh
22	CCN(CC)c1ccc(NC(=O)c2ccc(Br)o2)cc1	4	7
20	CC(C)(C)NC(=O)CSc1nncn1NCc1cccc2ccccc12	-5	-8
17	CCOC(=O)N1CCC(N2C(=O)c3ccc(C(=O)NCc4ccc(F)cc4)cc3C2=O)CC1	3	1
16	Cc1ccc(-n2c(N)c(C(=O)N3CCCCC3)sc2=S)cc1	-1	-5[fluorescence artefact?]

Other records follow:
(25) Cc1nc2ccc(S(=O)(=O)NCC(=O)N3CCCC(C)C3)cc2s1 (configuration not stated)
(26) Cc1ccc2c(N)c(C(=O)N(c3ccccc3)c3ccccc3)sc2n1
(27) CC(C)(C)C(=O)NC1(C(F)(F)F)NC(=O)N(c2ccccc2F)C1=O (configuration not stated)
(28) Cc1ccc(O)c(NC(=O)CSc2n[nH]c(C)c2[N+](=O)[O-])c1
(29) Cn1c(Cn2c(=O)sc3ccccc32)nnc1SCc1cccnc1
(30) C[C@H](NC(=O)OC(C)(C)C)c1nnc(SCC(=O)c2ccc(Cl)cc2)o1
(31) O=C(Nc1nc(-c2cccnc2)cs1)c1ccccc1Cl
(32) C/C(=N\N=C\c1ccc(N(C)C)cc1)c1cccc([N+](=O)[O-])c1

screen / no.	25	26	27	28	29	30	31	32
hK5 inh	4	-7	-2	-1	4	-1	-9	-25
FXIIa inh 1536	-16	7	5	6	6	13	6	6
p97 ATPase inh	1	0	2	2	4	0	0	3
14-3-3 Bad inh	2	-7	-2	-6	7	3	-4	-7
Wee1 stabilizer	-3	2	-3	5	-1	-2	7	5
Rad51 HR inh	4	-1	x	1	2	-2	-2	x
FXIa inh 1536	-3	5	0	-4	-3	1	-5	4
eIF4E 4G PPI	2[fluorescence artefact?]	3	-1	3	6	6	-2	-3
Mdm2 ligase inh	-19	2	-15	0	-9	-10	-13	x

(33) CCOC(=O)c1nn(-c2ccc(OCC)cc2)c2nc(CC(C)C)c(C#N)c(=O)n12
(34) CC1CCCC(C)N1CC(O)COc1c(F)cc(Br)cc1F (configuration not stated)
(35) COc1ccc(C(=O)COC(=O)CCN2C(=O)C3C4CC(C(Br)C4Br)C3C2=O)cc1 (configuration not stated)
(36) O=C(CSc1nnc(-c2ccc(Cl)cc2)n1-c1ccc(Cl)cc1)N/N=C/c1ccco1
(37) CCN(CC)S(=O)(=O)c1cc(NS(=O)(=O)c2cccc(Cl)c2Cl)ccc1C
(38) Cc1ccc(C2C3=C(CC(C)(C)CC3=O)NC3=C2C(=O)c2ccccc23)cc1 (configuration not stated)
(39) C/C=C/c1ccc(OCCN2C(=O)NC(C)(C)C2=O)c(OC)c1
(40) CC(C)CNc1nc(Oc2ccc(=O)[nH]n2)nc(N(C)C)n1

screen / no.	33	34	35	36	37	38	39	40
hK5 inh	-5	0	-10	-1	-10	-15	-2	-31
FXIIa inh 1536	-10	x	8	4	14	2	-1	3
p97 ATPase inh	-2	1	0	7	-1	2	-2	1
14-3-3 Bad inh	-2	-4	-5[fluorescence artefact?]	0[fluorescence artefact?]	-9[fluorescence artefact?]	-4	-5[fluorescence artefact?]	91*
Wee1 stabilizer	3	0	-2	0	0	-2	0	0
Rad51 HR inh	-1	5	-6	8	12	x	-4	9
FXIa inh 1536	-5	-2	-7	-3	9	-4	2	-17
eIF4E 4G PPI	3	-4	9	-1	16[fluorescence artefact?]	4[fluorescence artefact?]	1[fluorescence artefact?]	-9[fluorescence artefact?]
Mdm2 ligase inh	0	-3	-31	-9	-3	1	11	-8

(41) COc1ccc(OC)c(CN(CCN2CCOCC2)C(=O)Nc2cccc(Cl)c2)c1
(42) Brc1cccc(-c2nnc(SCc3ccon3)n2-c2ccccc2)c1
(43) Cc1c(NC(=O)C(C)OC(=O)/C=C/c2ccccc2)c(=O)n(-c2ccccc2)n1C (configuration not stated)
(44) CCOC(=O)CNc1nc2ccccc2n2c(C)nnc12
(45) OCC1N=C(c2ccccn2)OC1c1ccccc1 (configuration not stated)
(46) CCOc1ccc(NC(=O)Nc2ccc3c(c2)N(C)C(=O)CS3)cc1
(47) S=c1[nH]nc(Cc2cccs2)n1-c1ccccc1Cl
(48) O=C(NCCCO)c1ccc(CSc2nc3ccccc3[nH]2)cc1

screen / no.	41	42	43	44	45	46	47	48
hK5 inh	-18	-6	-4	-6	-3	-14	x	-2
FXIIa inh 1536	11	8	2	2	7	9	9	2
p97 ATPase inh	2	-4	-6	-1	1	-3	0	-2
14-3-3 Bad inh	-13	6	4	-3	-7	3	-7	-4
Wee1 stabilizer	0	0	2	-2	1	0	2	-1
Rad51 HR inh	6	3	6	7	3	3	x	x
FXIa inh 1536	7	-2	-5	-7	2	0	0	-2
eIF4E 4G PPI	0	1	4	1	-1	0	6	1
Mdm2 ligase inh	5	-8	-8	-2	-5	-5	-13	-11

(49) CCc1noc(C)c1C(=O)Nc1sc(C(=O)N(C)C)c(C)c1C(=O)OC
(50) O=C(CSc1nnnn1C1CCCCC1)NCc1ccccc1
(51) CCOc1ccc(/C(CC)=N/NC(=O)C2(C)CC2(Br)Br)cc1 (configuration not stated)
(52) COc1ccc(OC)c(NC(=O)CCn2cccc2)c1
(53) O=C(COC(=O)CCCN1C(=O)c2ccccc2C1=O)Nc1cc(Cl)cc(Cl)c1
(54) O=C(NCc1ccccc1)N(Cc1cc2cc3c(cc2[nH]c1=O)OCCO3)CC1CCCO1 (configuration not stated)
(55) O=C(Cn1cnnn1)OCC(=O)c1ccc(Cl)s1

screen / no.	49	50	51	52	53	54	55
hK5 inh	-10	5	5	1	-5	-2	-13
FXIIa inh 1536	15	10	9	-9	8	6	17
p97 ATPase inh	-2	1	6	4	1	5	7
14-3-3 Bad inh	1	-8	2[fluorescence artefact?]	4	3	16	-1
Wee1 stabilizer	-1	-2	5	-1	-1	-2	-1
Rad51 HR inh	-1	9	7	2	x	-6	1
FXIa inh 1536	-2	-1	1	1	-5	-2	6
eIF4E 4G PPI	13	4[fluorescence artefact?]	6	-2[fluorescence artefact?]	-2[fluorescence artefact?]	6	6
Mdm2 ligase inh	-2	-17	-5	-17	-5	-9	-8
